M18AAP inhibitor = PfM18AAP enzyme inhibition; actives 1.2% (n = 290,000); recombinant PfM18AAP, H-Glu-NHMec fluorogenic cleavage; inhibition, % at 7.35 µM;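 active = inhibition above the campaign mean inhibition over all tested compounds plus 3 SD, cut at about 28% in these data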;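 note: 0% = plate median of test compound wells and 100% = 2 mM ZnCl2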
IDE cell activ = activators of human insulin-degrading enzyme in cells; HEK cells, FAbeta-B cleavage, fluorescence polarization; 0% vehicle, 100% cell-free pure enzyme wells; activation, % at 5.96 µM; actives 0.073% (n = 340,000);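 active = activation above the mean of all tested compounds plus 3 SD, set per screening campaign, cut at about 17% in these data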
IDE inh = cellular human IDE inhibition | HEK cells, FAbetaB cleavage, fluorescence polarization | inhibition, % at 5.59 µM | actives 0.41% (n = 320,000) | AID 434962;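 active = percent inhibition above the average of all tested compounds plus 3 SD, set per screening campaign, cut at about 16% in these data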;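 note: IDE supplied by intact live HEK cells; FP after avidin binding of uncleaved biotin substrate so inhibition keeps polarization high; 0% = DMSO wells and 100% = 60 µM reference IDE inhibitor Ii1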
MEKK2wt PB1 HTS = raises or lowers MEK5 binding to wildtype human MEKK2 PB1 domain; Q9Y2U5; binding response (% of control), % at 10 µM; actives 1.1% (n = 290,000); bead flow cytometry, Alexa488-MEK5 binding to MEKK2 WT; actives lie on both sides; in the data active = binding response below about 67% or above about 130%
SUMO HTRF inh = inhibitors of human SUMOylation (UBC9); HTRF SUMOylation assay, SAE1/SAE2 + UBC9, in vitro; P63279; actives 0.36% (n = 290,000); inhibition, % at 35 µM; in the data active = inhibition above about 50%, passing the limit was not always enough; note: strong numbers were not always called active
Target sequence (P63279 whole entry, looked up): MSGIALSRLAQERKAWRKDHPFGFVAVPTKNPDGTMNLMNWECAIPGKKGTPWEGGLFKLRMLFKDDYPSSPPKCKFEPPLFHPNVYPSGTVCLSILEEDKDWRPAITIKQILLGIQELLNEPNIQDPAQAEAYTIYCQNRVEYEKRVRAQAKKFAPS
MEKK2mut PB1 HTS = signal of MEK5 binding to mutant human MEKK2 PB1 domain; actives 0.35% (n = 290,000); percent response, % at 10 µM; bead flow cytometry, Alexa488-MEK5 binding to MEKK2 mutant; AID 1530; in the data active = percent response above about 24%, passing the limit was not always enough; note: inactives centre near 1; some results filed as inactive read as strong as hits; reference of the scale not given here
MEKK3 PB1 HTS = modulators (inhibitors or enhancers) of MEK5 binding to human MEKK3 PB1 domain; bead-based flow cytometry, Alexa488-MEK5 binding to MEKK3; actives lie on both sides; 0 = blocked by unlabeled MEK5, 100 = vehicle; binding response (% of control), % at 10 µM; actives 1.4% (n = 290,000);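 active = binding response more than 3 SD above or below the average of its plate-row segment, actives on both sides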;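 note: Alexa488 bead fluorescence after subtracting the streptavidin-only scavenger bead signal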
Target sequence (Q99759 whole entry, looked up, the tested form may be a part): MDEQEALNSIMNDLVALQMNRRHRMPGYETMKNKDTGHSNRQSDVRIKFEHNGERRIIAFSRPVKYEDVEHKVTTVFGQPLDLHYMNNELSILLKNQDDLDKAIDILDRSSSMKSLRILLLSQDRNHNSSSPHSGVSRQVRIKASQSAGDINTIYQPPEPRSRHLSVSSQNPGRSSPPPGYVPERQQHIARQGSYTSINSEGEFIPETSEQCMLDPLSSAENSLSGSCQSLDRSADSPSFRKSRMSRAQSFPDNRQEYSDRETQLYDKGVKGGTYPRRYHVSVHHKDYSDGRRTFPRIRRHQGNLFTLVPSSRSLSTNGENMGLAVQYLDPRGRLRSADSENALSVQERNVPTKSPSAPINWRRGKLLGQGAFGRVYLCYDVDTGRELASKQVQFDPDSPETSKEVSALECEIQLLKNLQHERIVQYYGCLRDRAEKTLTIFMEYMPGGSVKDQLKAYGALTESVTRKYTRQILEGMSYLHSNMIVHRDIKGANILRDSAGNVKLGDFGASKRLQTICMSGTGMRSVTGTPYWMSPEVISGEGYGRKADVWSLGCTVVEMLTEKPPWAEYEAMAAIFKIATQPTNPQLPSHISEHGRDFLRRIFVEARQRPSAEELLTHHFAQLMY
NALP1 inh = NALP1 inhibition. S. cerevisiae NALP1/ASC/caspase-1 growth, X-gal OD620, 72 h. inhibition, % at 10 µM. actives 0.61% (n = 280,000). AID 2071; in the data active = inhibition mostly above about 24%, no sharp cut-off; inactive = mostly below about 32%; note: some compounds called inactive have numbers as strong as hits
pCIP destab = lowers stability of the mouse p/CIP coactivator protein | Q05BA5 | F442A p/CIP-EGFP cells, EGFP fluorescence, 16 h | decrease of EGFP signal, % at 10 µM | actives 0.01% (n = 290,000) | AID 1984;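 active = EGFP signal decrease of at least 30% at 10 µM or well 3 SD below plate mean, unless failing retest; inactive = the rest, including hits failing retest or dose response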; note: some compounds called inactive have numbers as strong as hits; many of its hits are not listed in these tables
An asterisk follows results filed as active; nt = not tested or not shown; [ ] = another dose, or the depositor's remark. Not all compounds are listed; rates above refer to the full screens.

SMILES	M18AAP inhibitor	IDE cell activ	IDE inh	MEKK2wt PB1 HTS	SUMO HTRF inh	MEKK2mut PB1 HTS	MEKK3 PB1 HTS	NALP1 inh	pCIP destab
CCOc1ccc(CC2S/C(=N/c3ccccn3)NC2=O)cc1 (stereo unspecified)	-3	3	3	96	-8	-3	92	8	4
COc1ccc(C2C(C(C)=O)=C(O)C(=O)N2c2ccc(O)cc2)cc1 (stereo unspecified)	5	4	4	104	8	1	107	9	1
COc1ccc(/C=C(\C#N)c2n[nH]c(Cn3cncn3)n2)cc1	5	nt	6	99	13	0	101	4	-9
COc1cc(CC(=O)Nc2ccc3c(c2)CCC3)cc(OC)c1OC	1	0	8	96	-2	-1	95	24	-4
CC(C)N(C)CCOC(=O)c1ccc2c(c1)OCCO2	-4	3	-3	100	-5	-4	77	-1	2
Cc1cccc(-n2c(=S)[nH]c3sc4c(c3c2=O)CCc2ccccc2-4)c1	9	0	nt	99	-17	-1	99	6	-3
CCOC(CNC(=O)c1ccc2c(c1)ncn2-c1cccc(F)c1)OCC	-2	3	4	98	16	-10	104	0	-5
Cc1cc(C)c(OCCCCn2cnc3ccccc3c2=O)c(C)c1	3	0	6	111	2	11	107	16	-17
COc1ccc(NC(=O)Nc2c[nH]c(=O)[nH]c2=O)cc1OC	1	-2	3	108	5	4	105	9	-3
COC(=O)c1cccc(NC(=O)c2nn(C)c(=O)c3ccccc23)c1	-5	6	-9	105	7	-2	105	-11	-17
CC(=O)Nc1ccc(-c2nnc(SCC(=O)n3c4c(c5ccccc53)CCCC4)n2C)cc1	-2	1	nt	101	-8	2	100	-1	0
Cc1cccc(-n2c(SCC(=O)N3CCCC3)nc3n[nH]c(C)c3c2=N)c1	4	1	1	97	-17	1	96	10	12
CCCn1cc(CN2CCCC(CNC(=O)c3ccc(F)cc3)C2)c(C)n1 (stereo unspecified)	-1	4	0	nt	11	nt	85	20	8
Cc1cc(C)c(C)c(OCC(=O)O/N=C(\N)c2cccnc2)c1	6	1	2	88	-18	-12	89	8	-10
COC(=O)C1=C(C)N(Cc2cccnc2)C(=O)/C1=C\c1sccc1C	5	4	-4	97	5	-10	95	-2	-4
CCOC(=O)C1CCN(C2CCN(C(=O)c3oc4c(F)cccc4c3C)CC2)CC1	-4	4	-4	106	14	2	98	21	-7
CC(C)OCCCNC(=S)NNC(=O)C(c1ccccc1)c1ccccc1	4	1	7	101	-40	1	101	-13	-3
CN(Cc1nc(-c2ccccc2)no1)C(=O)c1ccco1	-6	5	0	99	-8	-1	100	16	-1
CC(C)CCNC(=O)c1ccc2c(Cl)c3c(nc2c1)CCC3	-9	1	-7	101	1	0	100	17	3
CSc1nnc2ccc(-c3ccc(C)cc3)nn12	-3	6	6	102	17	3	101	3	3
Cc1ccc(CN2CCN(C3CSCCSC3)CC2CCO)cc1 (stereo unspecified)	-1	1	2	107	16	9	104	-22	-4
CC(C)c1nnc(NC(=O)CCC(=O)N2CCN(C3CCCCC3)CC2)s1	-11	-2	-4	99	3	3	102	-5	9
CCOC(=O)N1CCC(NC(=O)c2cc3cc4cc(OC)ccc4nc3o2)CC1	0	-4	-6	129	30	12	115	2	-13
O=C1COc2ccc(S(=O)(=O)CCC(=O)N3CCN(c4cccc(Cl)c4)CC3)cc2N1	-1	0	-2	101	8	-1	104	28	-3
O=C(NCCCCNC(=O)c1c(F)c(F)c(F)c(F)c1F)c1c(F)c(F)c(F)c(F)c1F	-11	5	-1	95	-15	0	97	-5	5
Cc1ccc(S(=O)(=O)CCSc2nc(C)cc(C)c2C#N)cc1	-3	5	-1	100	1	3	98	-6	-5
O=[N+]([O-])c1ccc(O)c(C(C#Cc2ccccc2)N2CCOCC2)c1 (stereo unspecified)	-3	-1	-3	77	5	-13	67*[inhibitor]	nt	-2
CCc1ccc(OC(=O)/C=C/c2ccco2)cc1	7	6	5	99	-9	-4	103	2	-4
c1ccc(-c2ccc3ccccc3n2)cc1	nt	-1	0	102	nt	0	101	nt	nt
CC(=O)N1N=C(c2ccccc2)OC1(C)CC(=O)Nc1ccccc1 (stereo unspecified)	0	1	0	118	5	16	102	21	3
Nc1nnc(SCCN2C(=O)c3ccccc3C2=O)s1	2	6	9	99	11	6	98	15	-11
CO/N=C(\C)C(Cc1ccc(Cl)nc1)Cc1ccc(Cl)nc1	-7	5	3	102	-12	0	102	32	-3
CC1CCCN(C(=O)c2ccc3c(=O)n(C4CCCC4)c(=S)[nH]c3c2)C1 (stereo unspecified)	-4	4	3	93	7	-9	94	-6	7
Cc1cc(C)cc(NC(=O)Cn2cnc3c(nnn3Cc3ccc(F)cc3)c2=O)c1	-3	1	6	82	8	-12	86	-3	-10
OC(C#CCN1CCCC1)c1ccccc1 (stereo unspecified)	-3	1	5	98	-9	-1	101	14	-13
Cc1ccccc1Cn1cc(CCC(=O)N2CCOCC2)c2ccccc21	1	3	4	96	1	-3	92	21	-9
Cc1[nH]n(-c2ccccc2)c(=O)c1/C=N/NC(=O)c1cccc([N+](=O)[O-])c1	3	8	-1	99	-52	8	97	-9	-4
CC(=O)Nc1c2c(nn1-c1ccc(C)cc1)CS(=O)(=O)C2	-4	2	6	103	10	4	104	8	-12
CCOc1ccc(NC(=O)N2CCN(C(=O)c3ccco3)CC2)cc1	-10	-3	1	102	5	2	97	7	-6
Cc1ccc(C)c(OCc2cc(C(=O)N3CCN(c4cnccn4)CC3)no2)c1	2	-18	nt	93	0	-6	96	5	-11
COc1cc(NC(=O)C(c2ccccc2)c2ccccc2)c(C(=O)O)cc1OC	-4	0	-3	99	2	0	100	6	-7
COc1ccc(OC)c(-c2cc(C(=O)NCc3ccc(Cl)cc3)no2)c1	0	-3	-3	107	-3	6	105	1	6
Cc1ccc(NC(=O)C(C)Sc2nnc(-c3cccnc3)n2-c2ccccc2)cc1 (stereo unspecified)	5	-31	23*	96	17	0	99	6	2
NNC(=O)CCC(=O)Nc1ccccc1	6	2	1	89	10	-10	93	1	-8
Cc1csc(NC(=O)C2CCN(S(=O)(=O)c3ccccc3F)CC2)n1	1	-1	1	92	6	-2	102	13	-6
Cc1cc(Cl)ccc1C(=O)C1CCCN(C(=O)/C=C/c2cnn(C)c2)C1 (stereo unspecified)	13	-2	6	104	15	12	105	-12	0
Cc1ccc(NC(=O)C2CCCN(S(=O)(=O)c3cnc[nH]3)C2)c(Br)c1 (stereo unspecified)	0	5	0	111	-2	4	111	15	-6
O=C(Nc1ccc(F)cc1F)c1cc2ccccc2oc1=O	6	1	-3	105	14	10	98	29	-12
CN(C)c1nc(NCc2ccccc2)nc(N/N=C/c2cccc(Br)c2)n1	7	8	5	139*	-32	15	108	-3	-14
Cc1ccc2ncnc(Nc3ccccc3)c2c1	1	-2	11	99	11	-2	111	14	7
New compounds follow:
SMILES	M18AAP inhibitor	IDE cell activ	IDE inh	MEKK2wt PB1 HTS	SUMO HTRF inh	MEKK2mut PB1 HTS	MEKK3 PB1 HTS	NALP1 inh	pCIP destab
Cc1[nH]c(=S)c(C#N)c(C)c1CC(=O)c1ccc(Br)cc1	-1	-11	-3	104	7	3	106	-20	-6
Cn1c(=O)cc(SCC(=O)NCC2CCCO2)c2ccc(Cl)cc21 (stereo unspecified)	3	0	2	103	3	-2	99	4	-3
NC(=S)Nc1ccc(Cl)cc1Cl	2	-4	0	103	5	3	104	-1	-5
O=C(c1cnccn1)N1CCCC(N2CCN(c3cccc(Cl)c3)CC2)C1 (stereo unspecified)	-11	-3	-4	107	6	12	104	1	-19
Nc1cc(N)nc(SCC(=O)NCc2ccco2)n1	4	4	8	97	-12	-2	106	14	2
Cc1cccc(-n2c(O)c(C=Nc3ccccc3)c3ccccc3c2=O)n1	-12	4	2	99	5	0	102	-6	-7
CCOC(=O)CSc1nc2sc(C)c(C)c2c(=O)n1N	-1	2	5	97	-5	-2	96	22	-1
Cc1ccsc1/C=N/Nc1ncnc2nc[nH]c12	13	3	2	103	-4	0	100	-4	-55
O=C(c1cc(COc2ccc(F)cc2Cl)on1)N1CCC(c2ccncc2)CC1	-2	-4	13	94	-6	-8	101	-12	-10
O=C1C(C=NCC2CCCO2)=C(O)c2ccccc21 (stereo unspecified)	-12	0	8	100	13	2	103	13	-15
CCOc1ccc(Nc2nc(C)cc(C)c2C#N)cc1	-1	5	1	98	-10	-1	100	22	6
CCOc1ccccc1NC(=O)C(CC)Sc1nc2ccncc2[nH]1 (stereo unspecified)	2	-3	5	94	-11	-3	99	-8	10
COc1ccccc1-n1c(SCC(=O)N2CCCCC2)nc2cccnc21	-1	0	3	104	9	3	104	8	-10
COc1cc(/C=C2\SC(=O)N(CCNC(=O)c3cnc(C)cn3)C2=O)cc(OC)c1OC	-8	-2	0	98	25	-1	99	25	0
COc1ccc(CNC(=O)CSc2nc3ccc(OC)cc3[nH]2)cc1	-9	-2	-3	110	15	11	109	7	-7
Cc1cc(C)n2nc(C)c(-c3ccc(Cl)cc3)c2n1	-2	4	3	103	8	1	100	-24	10
CCSc1nnc(N)s1	0	5	-2	86	4	-7	86	15	1
COc1ccc(N2C(=O)CSC(c3ccccc3)C2=O)cc1 (stereo unspecified)	1	1	-2	106	-5	3	104	-9	2
Cc1nc2sc(C(c3cccc(F)c3)N3CCC(C)CC3)c(O)n2n1 (stereo unspecified)	2	1	4	107	-4	2	104	4	-2
NC(=O)C[n+]1cccc2ccccc21	-3	4	-8	107	30	7	102	-3	-23

Some of the entries so far, with the structure last:
| M18AAP inhibitor | IDE cell activ | IDE inh | MEKK2wt PB1 HTS | SUMO HTRF inh | MEKK2mut PB1 HTS | MEKK3 PB1 HTS | NALP1 inh | pCIP destab | Structure |
| --- | --- | --- | --- | --- | --- | --- | --- | --- | --- |
| -2 | 1 | nt | 101 | -8 | 2 | 100 | -1 | 0 | CC(=O)Nc1ccc(-c2nnc(SCC(=O)n3c4c(c5ccccc53)CCCC4)n2C)cc1 |
| 4 | 1 | 1 | 97 | -17 | 1 | 96 | 10 | 12 | Cc1cccc(-n2c(SCC(=O)N3CCCC3)nc3n[nH]c(C)c3c2=N)c1 |

Further entries:
SMILES	M18AAP inhibitor	IDE cell activ	IDE inh	MEKK2wt PB1 HTS	SUMO HTRF inh	MEKK2mut PB1 HTS	MEKK3 PB1 HTS	NALP1 inh	pCIP destab
COC(CNC(=O)c1cn(C)c2ccc(S(=O)(=O)N(C)C3CCCCC3)cc2c1=O)OC	-3	3	0	92	9	-9	96	26	-6
COc1ccc(S(=O)(=O)Nc2cccc(Cl)c2)cc1OC	0	6	0	87	-33	-6	91	22	-1
COC(=O)[C@H](Cc1ccccc1)NC(=O)O[C@@H]1C(=O)c2cc(Br)ccc2O[C@H]1c1cccc(OC)c1	2	nt	11	93	-19	-5	102	33	-1
C[N+](C)(CC#N)C/C=C\c1ccccc1	5	2	-1	96	15	-1	97	4	-5
CC(C)(CO)NC(=O)CCCOc1ccc(Cl)cc1Cl	-18	-1	6	105	19	7	103	16	-4
CC(Oc1ccc([N+](=O)[O-])cc1)C(=O)NCCCN1CCOCC1 (stereo unspecified)	5	6	4	108	-1	7	101	-4	-10
CC(=O)c1c(C)[nH]c(C(=O)CSc2nnc(-c3ccc(Cl)cc3)n2CC2CCCO2)c1C (stereo unspecified)	-9	8	1	98	-1	5	106	2	-2
COc1cc(/C(C)=N\NC(=O)CSc2nc3ccccc3n2C)ccc1O	10	1	-4	92	11	-8	97	14	1
CN(C)c1ccc(/C=C2\N=C(C(C)(C)C)OC2=O)cc1	12	-6	2	99	0	3	101	16	0
COc1ccc(NC(=O)NCCCCc2ccccc2)cc1OC	3	0	-5	104	-8	-2	100	6	3
CCCCCC(=O)NC(Cc1ccc(OC)c([N+](=O)[O-])c1)C(=O)O (stereo unspecified)	-7	1	1	95	12	-6	98	14	1
CCOc1ccc(C(O)Cn2c(=N)n(CCN3CCCCC3)c3ccccc32)cc1 (stereo unspecified)	0	1	1	99	9	-4	89	29	-2
